Assay outcomes from PubChem BioAssay.
DAX1 inh-1 = inhibits human nuclear receptor DAX1. inhibition, % at 6.75 µM. HEK293 Gal4-DAX1 luciferase reporter, luminescence. AID 504766. 0.99% of 340,000 active. P51843;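 active = inhibition above the mean over all tested compounds plus 3 SD, cut at about 4.2% in these data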;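 also: 0% = DAX1-transfected cells with DMSO and 100% = empty-vector control cells with DMSO; inhibition shows as a rise in luminescence from relieved DAX1 repression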
Target sequence (P51843 207-470 limits assumed): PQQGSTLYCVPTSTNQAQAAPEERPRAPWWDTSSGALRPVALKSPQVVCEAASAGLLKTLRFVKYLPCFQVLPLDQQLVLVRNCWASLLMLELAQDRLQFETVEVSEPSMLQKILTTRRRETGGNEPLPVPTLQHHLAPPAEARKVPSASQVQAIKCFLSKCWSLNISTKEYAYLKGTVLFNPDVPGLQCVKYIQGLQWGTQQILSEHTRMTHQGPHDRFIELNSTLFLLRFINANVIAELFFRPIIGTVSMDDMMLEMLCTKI
hcDAF12 agonist = activators of H. contortus DAF-12 nuclear receptor. HEK293 hcDAF-12 lit1-tk-luc reporter, luminescence; 0% DMSO, 100% Δ7-dafachronic acid. activation, % at 6.8 µM. 1.4% of 370,000 active. AID 652067;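 active = activation above the mean of all tested compounds plus 3 SD, cut at about 5.5% in these data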;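 also: 100% = response to 3 µM Δ7-dafachronic acid high control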
hgDAF12 agonist = hgDAF-12 agonism, primary luciferase screen | activation, % at 6.8 µM | 1.8% of 370,000 active | HEK293 GAL4-hgDAF12 UAS-luciferase reporter, agonist luminescence; normalized to butyrate control;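 active = activation above a cutoff set at the mean of all screened compounds plus 3 SD, cut at about 10% in these data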;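 also: 0% = DMSO wells and 100% = sodium butyrate wells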
PG9 binder = small molecules binding HIV-1 gp120 antibody PG9; 0.43% of 360,000 active; inhibition, % at 6.7 µM; TR-FRET gp120-PG9 antibody binding; in the data active = inhibition above about 8.5%
ssDAF12 agonist = activates DAF-12 receptor from parasite S. stercoralis; HEK293 ssDAF-12/GRIP1 lit1-tk-luc reporter, luminescence; % of 3 µM dafachronic acid response; activation, % at 6.8 µM; 1% of 370,000 active; AID 652126;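 active = activation above the mean over all tested compounds plus 3 SD, cut at about 0.9% in these data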;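 also: 0% = DMSO-only wells and 100% = 3 µM delta7-dafachronic acid wells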
HGIII-sPLA2 inh = Blocks human group III sPLA2 activity; Q9NZ20; QFRET BODIPY PC-A2 liposome hydrolysis, fluorescence; inhibition, % at 12.2 µM; 0.56% of 370,000 active;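 active = inhibition above mean plus 3 SD of compounds lying within the high and low control bounds, cut at about 19% in these data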;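 also: 0% = median of test compound wells and 100% = no enzyme DMSO wells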
Target sequence (Q9NZ20 whole entry, looked up): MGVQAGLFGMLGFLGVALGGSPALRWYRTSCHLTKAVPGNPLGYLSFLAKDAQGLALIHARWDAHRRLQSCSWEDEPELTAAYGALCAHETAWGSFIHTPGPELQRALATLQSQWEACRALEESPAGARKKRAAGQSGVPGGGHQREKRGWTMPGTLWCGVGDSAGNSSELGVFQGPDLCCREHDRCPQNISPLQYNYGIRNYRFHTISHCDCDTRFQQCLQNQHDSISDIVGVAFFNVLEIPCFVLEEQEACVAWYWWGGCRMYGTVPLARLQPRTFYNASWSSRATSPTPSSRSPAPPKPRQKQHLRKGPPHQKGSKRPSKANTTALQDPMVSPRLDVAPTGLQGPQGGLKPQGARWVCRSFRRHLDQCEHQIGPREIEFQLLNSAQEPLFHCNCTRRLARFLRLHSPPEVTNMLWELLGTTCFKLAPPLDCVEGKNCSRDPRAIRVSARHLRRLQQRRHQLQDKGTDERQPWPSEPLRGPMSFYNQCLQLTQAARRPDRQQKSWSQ
FXN GAA850 act = increases GAA850 frataxin promoter reporter activity | HEK293 lucGAA850 FXN promoter luciferase reporter, 24 h; percent of 10 µM SAHA response | activation, % at 6 µM | 0.56% of 360,000 active | AID 540364;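 active = activation above the average of all compounds screened plus 3 SD, cutoff fixed separately per campaign, cut at about 7.5% in these data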;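 also: 0% = DMSO wells and 100% = 10 µM SAHA wells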
SMARCA2 activ = increases SMARCA2 function in MMTV reporter cells; MG213 cells, MMTV-luciferase reporter, dexamethasone, overnight; activation, % at 9.1 µM; 1% of 370,000 active; AID 652017; in the data active = activation above about 7.8%;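 also: 0% = vehicle wells and 100% = reference activator wells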
NR1D1 modulator = Rev-erb alpha (human) modulation | P20393 | Rev-erbα–FITC-DNA binding, fluorescence polarization, 90 min | activity, % at 10 µM | 0.79% of 370,000 active | AID 1259318;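 active = activity above about 14%, limit read from the data; passing the limit was not always enough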;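 also: 0% = DMSO wells with 35 nM protein and 100% = DMSO wells with 750 nM protein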
DAX1 inh-2 = blocks DAX1 repression of SF-1 activated StAR promoter | HEK293T StAR-luciferase reporter, SF-1/DAX-1 repression relief | 1.1% of 370,000 active | AID 652010 | inhibition, % at 6.8 µM;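 active = inhibition above the mean over all tested compounds plus 3 SD, cut at about 3.6% in these data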;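 also: 0% = DAX-1 cells with DMSO and 100% = cells lacking DAX-1 with DMSO; higher inhibition means more luminescence from relief of DAX-1 repression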
PLC-beta3 inh = PLC-beta3 (human) inhibition, primary screen | Q01970 | Purified PLC-beta3, fluorogenic substrate, fluorescence | inhibition, % at 12.2 µM | 0.18% of 370,000 active | AID 720704; in the data active = inhibition above about 11%;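 also: 0% = median of compound wells on plate and 100% = full blocker control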
An asterisk follows results filed as active; nt = no result given.

Every second line gives: DAX1 inh-1	hcDAF12 agonist	hgDAF12 agonist	PG9 binder	ssDAF12 agonist	HGIII-sPLA2 inh	FXN GAA850 act	SMARCA2 activ	NR1D1 modulator	DAX1 inh-2	PLC-beta3 inh
Cn1cccc1/C=C1\SC(=O)N(c2ccc(O)cc2)C1=O
→ 0.0	1.4	6.6	-2.4	-0.7	-24	3.9	7	0	0.6	6
Cc1nc2scc(C)n2c(=O)c1S(=O)(=O)NCc1ccccc1Cl
→ 0.2	0.8	0.4	0.4	-1.0	2	-2.0	-3	3	-0.2	-24
COc1ccc(/C=N/NC(C)(C)C)c(OC)c1
→ 0.0	-0.8	0.7	0.4	-2.1	1	0.3	-4	8	0.0	-4
CCCn1c(SCC(=O)Nc2nnc(-c3ccccc3)s2)nnc1-c1ccccn1
→ 1.7	-1.0	0.9	1.7	-1.4	-12	3.1	-3	-4	0.0	-3
CCc1cccc(NC(=O)c2cnn(-c3ccccc3)c2C)c1
→ 4.2	7.9*	19*	-0.3	0.1	-4	3.4	3	4	3.1	-7
O=C(NN1C(=O)C2C3C=CC([C@H]4CC34)[C@@H]2C1=O)c1ccc(Br)cc1 (some centres undefined)
→ -0.8	-0.3	1.3	-0.8	-0.9	3	0.4	-4	0	0.2	-1
CCN1C(=O)CSC1=NC12CC3CC(CC(C3)C1)C2
→ -0.7	3.1	0.5	-0.3	-1.2	8	4.5	-2	49*	0.1	-1
CC1Cc2ccccc2N1C(=O)COC(=O)CSc1ccc(F)cc1 (centres undefined)
→ 0.8	-0.8	2.7	-1.8	-0.8	-3	1.4	-1	0	-0.1	-6
CC(C)N(Cc1ccccc1)C(=O)CCc1ccccc1
→ -0.6	-2.1	-2.0	0.2	-1.9	-10	0.6	-1	-5	-0.4	-4
COC(=O)C1(C)NC(c2ccc(F)cc2)C2C(=O)N(c3ccc(C)cc3)C(=O)C21 (centres undefined)
→ -0.7	-1.4	0.4	-2.2	-1.2	-4	1.8	4	2	0.0	-1
CCCn1c(N2CCN(C(=O)Nc3ccccc3)CC2)nc2ccccc21
→ 0.3	-0.6	-2.1	0.5	-2.2	2	1.6	-4	5	1.0	-4
COc1ccccc1CNC(=O)C1CCN(c2nc3ccccc3o2)CC1
→ 0.4	-1.2	1.1	1.3	-1.1	0	-1.3	-2	1	-0.7	-2
CCN1CCN(C(=O)c2ccc(C(F)(F)F)cc2)CC1
→ 0.8	-0.7	0.9	-0.2	-2.0	-4	0.3	0	-2	0.9	1
COc1ccc(OCC(=O)OCCN2C(=O)c3ccccc3C2=O)cc1
→ -0.1	2.5	1.0	-2.1	-1.6	-3	-1.2	-3	3	-0.2	-4
CC(C)(C)NC(=O)CSC(=Nc1cccc(F)c1)NC#N
→ 0.5	0.0	0.8	-0.9	-0.8	-6	0.2	1	-3	1.8	-46
CON(C)S(=O)(=O)c1ccc2c(c1)N(Cc1ccc(C)cc1)C(=O)C1CCCN21 (centres undefined)
→ -1.9	-1.3	-0.6	10*	-1.6	-14	1.8	0	12	-0.4	-52
C[C@H](CO)N1C[C@H](C)[C@@H](CN(C)Cc2ccccc2)OCc2cnnn2CCCC1=O
→ 4.0	0.3	-0.3	1.4	-0.9	9	-0.2	-4	2	1.2	4
CCC(C)(C)n1nnnc1C(CC(C)C)N1CCC(C(N)=O)CC1 (centres undefined)
→ -0.5	-0.2	-0.8	-2.7	-0.8	-6	-1.6	1	3	-0.1	-2
CSC1=NSC2=NC(=O)/C(=C\c3ccc(OC(=O)c4ccco4)cc3)C(=N)N12
→ 0.9	1.8	2.8	-1.4	0.0	-12	2.2	1	0	0.6	-16
Cc1cccc(OCC(=O)Nc2nnc(-c3ccco3)s2)c1
→ -0.7	0.4	-0.6	1.8	-1.5	-9	1.4	2	-5	0.4	-10
CN1CCN(S(=O)(=O)c2ccc(C(=O)NC3CCCCC3)cc2)CC1
→ 0.7	0.9	1.3	-1.9	-0.7	1	0.3	0	2	0.5	-1
COc1cc(/C=N/NC(=O)CC2(C)OCCCO2)ccc1OCc1ccc(Cl)cc1Cl
→ -0.6	-1.6	3.0	-0.1	-1.1	-15	1.2	0	-6	-1.0	6
COc1ccccc1C(=O)NNC(=O)c1ccc(NS(=O)(=O)c2cccs2)cc1
→ 1.1	10*	-0.7	-2.4	0.8	2	-0.8	-2	4	2.0	-6
Cc1c(Cc2ccccc2)c(=O)oc2cc(OCC(=O)NCC(O)c3ccccc3)ccc12 (centres undefined)
→ -0.1	-2.3	-2.5	0.1	-1.9	-16	0.6	-2	2	-3.4	-68
Cc1cc(C(=O)OCC(=O)NC(=O)NC(C)(C)C)c(C)o1
→ 0.8	0.1	-0.3	-1.3	-1.2	0	-0.4	1	-3	0.8	1
CCOc1ccc2nc(SCC(=O)NCc3ccco3)sc2c1
→ 1.3	0.1	2.1	0.2	-1.8	6	1.3	-3	2	-0.2	-1
O=c1c2ccccc2nc(COc2ccccc2)n1/N=C/c1c[nH]c2ccccc12
→ 0.0	1.2	0.3	-2.6	-1.4	-9	0.2	0	2	-0.3	1
CCOc1cccc(C2C(C#N)=C(N)Oc3cc(C)n(Cc4ccccn4)c(=O)c32)c1OCC (centres undefined)
→ 1.4	-2.3	-1.2	-2.2	-1.1	-3	-0.8	2	0	0.1	-3
Cc1cc(C(=O)OCC(=O)Nc2ccccc2F)c(C)o1
→ 1.1	-1.8	4.1	-1.8	-1.2	0	3.0	3	1	-0.1	-1
COCC(=O)OCn1nnc2ccccc2c1=O
→ 0.6	-0.8	-0.7	-2.1	-1.5	3	1.6	1	5	0.4	3
NC(=O)C[n+]1cccc(C(=O)Nc2ccccc2)c1
→ -0.6	-2.6	0.5	-1.1	-1.3	-3	1.6	-1	5	0.1	-2
C[C@](N)(Cc1ccc(O)c(O)c1)C(=O)O
→ 0.9	2.4	1.9	-1.3	-1.3	-2	-0.4	-5	-37	0.1	-1
CCOC(=O)CCCNC(=O)OCCCN1CCC2(CCC(c3ccccc3)CC2)C1=O (centres undefined)
→ nt	-4.6	-3.9	nt	-1.5	-7	nt	-3	5	-2.8	1
COc1ccc(CCNC(=O)Nc2ccc3c(c2)c(=O)n(C)n3Cc2ccc(F)cc2)cc1OC
→ nt	0.2	-2.5	-1.0	-1.7	-3	1.1	-1	-5	-1.8	-425
CCc1ccccc1OCC(=O)Nc1cccc(S(=O)(=O)NC2=NCCCCC2)c1
→ -1.7	-0.9	-1.5	-3.4	-1.3	-9	0.3	-3	3	-1.6	-6
COc1ccc(N/C=C(\C2OC(=O)c3ccccc32)[N+](=O)[O-])cc1 (centres undefined)
→ 0.2	0.6	4.8	-1.9	-1.3	-8	1.1	6	-2	-0.3	-4
CN=C1S/C(=C/c2cc(C)n(-c3ccc(Cl)cc3F)c2C)C(=O)N1C
→ nt	-0.8	9.7	nt	-1.6	-3	nt	nt	0	nt	-19
Cc1cc2cc(OCc3ccccc3)ccc2n1C
→ 3.8	6.7*	6.0	-2.7	-0.4	1	2.8	13*	0	1.5	-6
COc1cc(/C=C2\C(=O)NN(c3ccccc3)C2=O)ccc1OCC(N)=O
→ nt	-0.6	5.2	-1.4	-1.8	-5	nt	0	-1	0.5	-10
O=C(NCCc1ccccc1)C1COc2ccccc2O1 (centres undefined)
→ 1.7	-0.3	5.3	0.3	-0.8	6	0.1	1	-2	-0.2	-5

In another format: five of the compounds above
| canonical_smiles | DAX1 inh-1 | hcDAF12 agonist | hgDAF12 agonist | PG9 binder | ssDAF12 agonist | HGIII-sPLA2 inh | FXN GAA850 act | SMARCA2 activ | NR1D1 modulator | DAX1 inh-2 | PLC-beta3 inh |
| --- | --- | --- | --- | --- | --- | --- | --- | --- | --- | --- | --- |
| C[C@](N)(Cc1ccc(O)c(O)c1)C(=O)O | 0.9 | 2.4 | 1.9 | -1.3 | -1.3 | -2 | -0.4 | -5 | -37 | 0.1 | -1 |
| CCOC(=O)CCCNC(=O)OCCCN1CCC2(CCC(c3ccccc3)CC2)C1=O (centres undefined) | nt | -4.6 | -3.9 | nt | -1.5 | -7 | nt | -3 | 5 | -2.8 | 1 |
| COc1ccc(CCNC(=O)Nc2ccc3c(c2)c(=O)n(C)n3Cc2ccc(F)cc2)cc1OC | nt | 0.2 | -2.5 | -1.0 | -1.7 | -3 | 1.1 | -1 | -5 | -1.8 | -425 |
| CCc1ccccc1OCC(=O)Nc1cccc(S(=O)(=O)NC2=NCCCCC2)c1 | -1.7 | -0.9 | -1.5 | -3.4 | -1.3 | -9 | 0.3 | -3 | 3 | -1.6 | -6 |
| COc1ccc(N/C=C(\C2OC(=O)c3ccccc32)[N+](=O)[O-])cc1 (centres undefined) | 0.2 | 0.6 | 4.8 | -1.9 | -1.3 | -8 | 1.1 | 6 | -2 | -0.3 | -4 |
